# Assay outcomes: PubChem BioAssay, Sanford-Burnham Center for Chemical Genomics
# PfGluPho inh: PfG6PD (Plasmodium falciparum) enzyme inhibition; PfGluPho enzyme, NADPH resazurin-diaphorase fluorescence; inhibition, % at 20 µM; AID 504690; 350,000 compounds, 0.78% hits;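 active means inhibition reaching at least a set limit at 20 µM in the primary screen, cut at about 59% in these data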;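 further: 0% = DMSO wells with substrate and 100% = DMSO wells lacking glucose-6-phosphate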
# HKDC1 inh: blocks human hexokinase HKDC1 activity | 340,000 compounds, 0.16% hits | recombinant HKDC1, G6PDH/diaphorase resazurin coupled fluorescence | inhibition, % at 20 µM;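 active means inhibition above about 35% when tested at 20 µM, limit read from the data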;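 further: plate controls were DMSO wells with enzyme for no effect and DMSO wells lacking enzyme for full effect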
#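 Assay system: recombinant HKDC1 hexokinase; detection: coupled resazurin fluorescence, excitation 525 nm, emission 613 nm; benchmarks: DMSO-plus-enzyme-mix negative control, buffer-substituted positive control; compound dosing: single 20 µM dose; schedule: 90 min at room temperature in dark; also added: glucose plus 1 mM ATP as hexokinase substrates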
# UBC13 inh: human UBC13 polyubiquitination inhibition; P61088; UBC13 polyubiquitin chain formation, TR-FRET; inhibition, % at 20 µM; 330,000 compounds, 0.47% hits; AID 485273; in the data active means inhibition above about 45%, passing the limit was not always enough
# Target sequence (P61088 whole entry, looked up): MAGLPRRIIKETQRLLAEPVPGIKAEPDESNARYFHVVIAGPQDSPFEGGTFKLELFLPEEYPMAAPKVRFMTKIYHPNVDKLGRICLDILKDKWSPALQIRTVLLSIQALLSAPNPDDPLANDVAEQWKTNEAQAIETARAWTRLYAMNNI
# beta cell repl: induces beta-cell replication in MIN6 cells; AID 2380; proliferation, % at 10 µM; MIN6 cells proliferation, ATPlite luminescence, 48 h; cells starved in 0.2% serum; 100% = growth in 10% serum; 330,000 compounds, 0.29% hits;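 active means compounds whose signal lies at least 3.5 SD above the mean of all wells on their plate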;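 further: 0% = DMSO-treated cells in low-serum medium and 100% = 10% serum control; some compounds called inactive have numbers as strong as hits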
# SENP1 FRET inh: inhibitors of human SENP1 SUMO protease catalytic domain; Q9P0U3; recombinant SENP1 catalytic domain, CyPet-SUMO1-YPet FRET cleavage; inhibition, % at 10 µM; 360,000 compounds, 0.21% hits;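 active means inhibition at least 30% at 10 µM, raw YFP signal under a set limit, fluorescence ratio 0.5 to 1.5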;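 further: 0% = enzyme with DMSO and 100% = no enzyme wells; some results filed as inactive read as strong as hits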
# Target sequence (Q9P0U3 419-644 limits assumed): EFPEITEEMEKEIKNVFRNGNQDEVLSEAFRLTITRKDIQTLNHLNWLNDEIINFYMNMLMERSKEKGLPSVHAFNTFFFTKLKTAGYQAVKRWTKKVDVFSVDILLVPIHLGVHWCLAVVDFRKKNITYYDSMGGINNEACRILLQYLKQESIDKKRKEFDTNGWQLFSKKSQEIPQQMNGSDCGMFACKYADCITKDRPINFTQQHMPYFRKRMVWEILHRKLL
#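 material = recombinant human SENP1 catalytic domain, His6-tagged | quantity = 20 pM enzyme | reagent = 25 nM SUMO1 FRET substrate | compound dosing = 10 µM single point, 0.5% DMSO | timing = 50 min enzyme reaction, room temperature, light-protected | detection = FRET, CFP and YFP emission | control set = no-enzyme low, enzyme-DMSO high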
# SENP8 block-1: blocks the human protease SENP8 | AID 2540 | inhibition, % at 10 µM | 330,000 compounds, 1.2% hits | purified SENP8, Z-RLRGG-aminoluciferin cleavage, luminescence; in the data active means inhibition above about 50%
# Target sequence (Q96LD8 whole entry, looked up): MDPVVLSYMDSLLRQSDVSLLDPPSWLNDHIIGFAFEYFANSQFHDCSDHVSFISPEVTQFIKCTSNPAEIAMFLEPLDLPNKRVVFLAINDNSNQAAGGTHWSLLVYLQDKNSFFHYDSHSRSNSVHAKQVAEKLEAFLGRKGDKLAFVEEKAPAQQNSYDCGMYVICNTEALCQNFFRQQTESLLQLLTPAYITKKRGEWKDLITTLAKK
# SENP6 block: SENP6 protease inhibition. AID 2599. Q9GZR1. inhibition, % at 10 µM. 330,000 compounds, 1.8% hits. Recombinant SENP6 catalytic domain, aminoluciferin luminescence;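 active means inhibition above about 50% at the single tested dose, limit read from the data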;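 further: plate controls were DMSO wells with enzyme for no effect and DMSO wells lacking enzyme for full effect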
# Target sequence (Q9GZR1 628-1112 limits assumed): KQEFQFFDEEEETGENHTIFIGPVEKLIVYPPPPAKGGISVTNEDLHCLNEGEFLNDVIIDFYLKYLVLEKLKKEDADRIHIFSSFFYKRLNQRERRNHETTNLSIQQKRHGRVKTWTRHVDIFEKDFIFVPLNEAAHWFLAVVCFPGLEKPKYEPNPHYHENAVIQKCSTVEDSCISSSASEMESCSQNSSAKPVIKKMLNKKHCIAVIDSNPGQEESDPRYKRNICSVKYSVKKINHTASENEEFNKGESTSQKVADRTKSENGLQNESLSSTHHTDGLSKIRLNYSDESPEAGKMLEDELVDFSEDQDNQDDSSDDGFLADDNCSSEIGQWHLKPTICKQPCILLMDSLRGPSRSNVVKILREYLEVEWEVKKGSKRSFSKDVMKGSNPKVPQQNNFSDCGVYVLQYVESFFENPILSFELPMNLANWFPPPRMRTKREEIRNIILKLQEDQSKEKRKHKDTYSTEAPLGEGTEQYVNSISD
# SENP8 block-2: inhibitors of human SENP8 protease. 360,000 compounds, 0.64% hits. inhibition, % at 20 µM. Q96LD8. AID 602440. recombinant SENP8, Nedd8 substrate fluorescence; in the data active means inhibition mostly above about 40%, no sharp cut-off; inactive means mostly below about 27%
# SENP7 inh: SENP7 protease inhibition | AID 434973 | inhibition, % at 5 µM | recombinant SENP7, Z-RLRGG-aminoluciferin luminescence, 40 min | Q9BQF6 | 330,000 compounds, 1.5% hits;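 active means inhibition above about 50% at the single test dose, limit read from the data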;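 further: plate controls were DMSO with enzyme for no effect and no enzyme buffer wells for full effect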
# * marks the source's active call; other numbers are inactive results; i = inactive; . = not tested or not shown.
SMILES,PfGluPho inh,HKDC1 inh,UBC13 inh,beta cell repl,SENP1 FRET inh,SENP8 block-1,SENP6 block,SENP8 block-2,SENP7 inh
Cc1c(Cl)cccc1NC(=O)c1ccco1,2.7,-2.7,0.9,-2.9,-0.7,-0.2,-3.7,-3.1,0.2
C=CCNC(=S)N1CCN(c2cccc(C(F)(F)F)c2)CC1,6.4,-7.2,2.1,-3.2,-0.9,1.6,-3.6,18.2,3.3
NC(=O)c1ccccc1NC(=O)/C=C/C(=O)O,3.7,-3.0,11.8,-0.5,0.6,5.5,-3.6,-253.8,2.3
O=C1c2[nH]nc(-c3ccccc3O)c2C(c2ccc(F)cc2)N1CC1CCCO1 (stereo not given),2.7,1.8,-17.8,-0.3,3.2,-13.9,-7.2,13.6,-8.4
C/C(=N\NC(=O)Cc1ccccc1)c1cccnc1,-13.8,-3.9,-1.3,0.3,-0.6,-4.7,14.5,14.2,4.8
O=C(Cc1ccc(S(=O)(=O)N2CCCCC2)s1)Nc1cccc2ccccc12,-2.7,-8.7,4.6,0.0,-3.4,0.7,-7.4,4.9,5.7
COc1ccccc1-c1csc(Cc2nnc3n2CCCCC3)n1,0.9,-7.8,1.7,-2.4,2.5,1.8,-14.9,18.8,-3.7
COCCNC(=O)C(c1ccc(F)cc1)N(Cc1ccccc1)C(=O)CCC(=O)Nc1ccccn1 (stereo not given),-16.2,-6.3,3.7,0.3,1.9,13.6,-5.0,15.8,0.0
Cc1cccc2c(=O)c(C(=O)NCc3cccs3)c[nH]c12,10.4,-0.5,1.8,-1.9,0.0,-1.9,-39.6,20.5,-8.4
O=C(Nc1c(Cl)cccc1Cl)c1cc(=O)n(Cc2ccccc2)c(=O)[nH]1,-19.9,0.7,-4.2,-2.1,2.1,3.0,-5.4,-15.6,7.9
OCCCNCc1cccc2ccccc12,-10.5,-0.6,9.1,4.9,3.7,-2.8,-32.2,25.8,2.0
O=C1NC(=O)C2(CCCCCC2)N1,0.7,1.9,.,.,3.9,.,.,15.5,.
O=C(CCn1c(=O)c2ccccc2n(CC(=O)NC2CCCC2)c1=O)NCCc1ccc(Cl)cc1,1.1,1.8,-9.9,1.2,1.8,-2.7,-7.9,14.2,-4.1
O=C(c1ccc(C(=O)N2CCCc3ccccc32)s1)N1CCCc2ccccc21,-5.5,-6.8,2.3,-1.3,1.0,-2.1,-1.1,4.9,2.8
CN(Cc1ccccc1)C(=O)c1[nH]cnc1C(=O)NCCCCCNC(=O)OC(C)(C)C,0.5,-1.9,1.2,-6.0,-5.9,-0.2,-15.8,9.7,5.2
COc1ccc(CN(C(=O)c2cc(=O)c3cc(C)cc(C)c3o2)C2CCS(=O)(=O)C2)cc1 (stereo not given),-2.9,1.6,-2.6,0.1,1.6,-9.9,-23.6,11.1,-6.9
CCc1[nH]nc(C(=O)N2CCCC(CO)(Cc3ccc(F)cc3F)C2)c1C (stereo not given),-6.6,-6.1,0.7,-1.9,1.3,1.6,14.5,3.5,2.8
Cc1ccccc1-c1ccc(C(=O)NCc2ccccc2)o1,3.3,-2.2,-6.6,-7.6,-1.2,-4.7,-14.7,-10.3,-8.2
O=C(O)c1cc(N=Cc2c(O)c3ccccc3oc2=O)ccc1O,8.6,9.3,13.8,-0.7,-29.8,74.0*,93.7*,-281.9,90.9*
COc1ccccc1N(C)S(=O)(=O)c1ccc(C(=O)Nc2ccc(C)cc2C)cc1,13.6,-2.2,-1.9,-3.7,1.4,2.6,0.3,1.4,-2.6
Cc1cccc(-c2nc(CS(=O)CC(=O)NCC3CCCO3)c(C)o2)c1 (stereo not given),0.8,-7.3,3.4,-2.1,1.2,0.9,2.4,9.7,3.4
Cc1cccc(NS(=O)(=O)c2ccc3c(c2)OCCO3)c1,-6.6,9.1,-2.4,-2.1,1.6,-4.7,1.4,16.7,6.4
Cc1ccc(C(=O)c2c3ccccc3[n+]([O-])n2[C@@H](C)C(N)=O)cc1,10.8,6.7,-4.1,2.0,-3.1,1.4,-1.2,1.8,-2.0
C[C@H](CO)N1C[C@H](C)[C@@H](CN(C)C)Oc2c(NC(=O)CCCCCC(=O)Nc3ccccc3N)cccc2C1=O,-6.5,-1.9,6.6,-1.9,1.0,1.9,-7.1,13.0,1.0
Cc1ccc(-c2nc3ccc(Cl)cc3c(=O)n2O)cc1,-30.6,-4.8,0.6,-3.3,-1.8,-5.4,-28.5,-10.3,-7.5
C=CCn1c2ccccc2c2nnc(SCC(N)=O)nc21,10.4,6.9,-4.1,-4.3,0.9,0.2,2.0,16.6,-3.9
C(=N\n1cnnc1)/c1ccc2c(c1)OCCO2,-14.4,-5.0,-3.9,-2.0,3.6,-10.7,-27.0,-57.3,-9.4
O=C(O)c1cc(Sc2ccc(Br)cc2)nc2ccccc12,1.5,12.2,.,.,3.0,.,.,-10.2,.
COC(=O)c1cc(S(=O)(=O)NC2CCCCC2)cn1C,-6.1,-1.5,7.2,-2.6,-0.9,0.0,19.6,7.2,2.1
CC(=O)c1cccc(NC(=O)CCS(=O)(=O)c2cccc3nonc23)c1,-8.5,-0.7,-9.9,0.8,0.9,-3.0,-7.0,-0.3,-0.6
CS(=O)(=O)c1ccc(Cl)c(NC(=O)c2cccc(N3C(=O)CCC3=O)c2)c1,-7.2,-7.3,-0.4,1.3,1.3,7.1,-6.9,5.2,-3.9
OCCOCCNc1ncnc2nc[nH]c12,10.6,-6.3,-8.9,-1.6,2.4,-9.0,-4.3,13.5,-7.8
COc1ccc(/C=C2\CCCCC2=O)cc1,-0.1,-0.4,-1.5,-1.6,-0.9,-11.2,-20.0,6.7,-8.1
Cc1ccc(C(=O)NNC(=O)c2ccccc2)cc1S(=O)(=O)N1CCCCC1,-2.7,-5.3,-0.4,-3.9,-1.0,3.7,11.4,-4.0,1.0
CN(Cc1ccncc1)C1CC(=O)N(c2ccc(Cl)cc2)C1=O (stereo not given),-2.9,-6.7,0.6,0.7,-2.1,-11.7,-20.4,11.6,8.9
N#Cc1ccsc1NC(=O)COC(=O)CCS(=O)(=O)c1ccccc1,-0.1,-2.3,-12.3,-1.3,-25.7,-8.1,18.0,-11.3,3.2
O=C1c2ccccc2S(=O)(=O)N1Cc1cc(=O)n2ccsc2n1,0.5,-4.4,0.6,-0.1,1.4,-5.4,-3.3,19.1,-0.2
CN(C)Cc1c(C(=O)N/N=C/c2ccco2)nnn1-c1nonc1N,-4.6,-3.8,1.5,-1.3,0.4,-0.4,-21.5,6.1,3.3
COC(=O)c1ccc(CNC(=O)COC(=O)c2cccs2)cc1,-4.1,-5.5,-9.4,-3.1,1.3,-1.4,-10.6,7.3,9.3
CCC(=O)N1CCN(c2ccc(NC(=O)COc3ccccc3[N+](=O)[O-])cc2)CC1,-9.2,-3.5,-3.9,-0.7,0.2,-5.3,-0.4,11.1,-5.1
O=C1CC(/C=C/c2ccccc2)(C(=O)NC2CCCC2)N1c1ccc(S(=O)(=O)N2CCCC2)cc1 (stereo not given),-2.5,1.1,-3.6,-3.4,0.0,-5.5,-12.6,5.2,6.2
O=S(=O)(c1ccc(OC(F)(F)F)cc1)N1CCCC(c2ccccc2)C1 (stereo not given),2.8,-2.1,-5.8,-4.6,0.9,-10.7,1.4,10.0,-3.2
CC(C)CC(=O)N1CCN(c2ccc([N+](=O)[O-])cc2Cl)CC1,12.8,7.9,-1.8,-0.7,-0.4,4.0,1.0,19.0,-1.0
COC(=O)C1=C(C)N(Cc2ccccc2)C(=NCCc2cccnc2)N[C@H]1c1ccc(Br)cc1,-7.1,-4.7,48.2*,-5.7,-2.4,-4.2,-23.6,9.4,-12.8
COc1ccc(Br)cc1-c1noc(-c2ccccc2F)n1,18.5,-1.2,-10.3,2.3,0.2,-11.7,-23.4,20.9,5.7
O=C(NCc1ccco1)c1ccc(N2CCCCC2)c([N+](=O)[O-])c1,-4.7,-3.5,-28.2,-1.2,0.0,-11.5,-9.9,20.4,-4.5
Cc1ccc(NS(=O)(=O)c2cccc([N+](=O)[O-])c2)nc1,-5.9,-11.3,4.3,-0.8,-7.2,0.0,10.1,-5.3,0.5
O=C(O)/C=C\C(=O)Nc1cccc(NC(=O)c2ccccc2)c1,1.3,14.5,-3.1,1.9,1.7,0.1,3.2,16.4,5.8
COc1ccc(-c2ccc3nnc(SCC(=O)NCC4CCCO4)n3n2)cc1 (stereo not given),4.4,2.2,7.8,-2.0,0.3,-0.5,0.5,i,-5.5
Cc1ccc(CNC(=O)c2cccnc2Cl)cc1,-6.3,-11.0,-2.2,-1.9,2.5,-6.4,-3.2,6.2,-1.8
# The results go on.
SMILES,PfGluPho inh,HKDC1 inh,UBC13 inh,beta cell repl,SENP1 FRET inh,SENP8 block-1,SENP6 block,SENP8 block-2,SENP7 inh
COc1ccc(CN(CC(=O)NCC2CCCO2)C(=O)CCC(=O)Nc2cc(C)on2)cc1 (stereo not given),-1.0,-6.2,-0.7,1.3,-0.2,-0.8,8.7,4.2,7.2
CC(C)CC1=NN(C(=O)c2ccco2)C(O)(C(F)(F)F)C1 (stereo not given),6.8,-7.6,6.7,1.2,0.9,-2.7,5.8,14.9,3.6
CC(C)c1nc2sc3c(NCc4ccccc4)ncnc3c2c2c1COC(C)(C)C2,-4.5,-8.0,-1.2,-2.6,-0.1,-5.6,-31.1,-248.5,-4.9
O=C(c1ccc2c(c1)OCCCO2)N1CCCCC1,13.7,1.8,-6.7,-1.4,0.1,-8.5,-19.9,6.3,-12.1
O=C(Nc1cccc(S(=O)(=O)N2CCCCCC2)c1)C1CCN(C(=O)c2ccc(Cl)cc2)CC1,0.5,-3.0,14.1,-4.9,0.3,-4.1,-1.9,12.1,-1.9
NNC(=O)c1[nH]c2ccc(Cl)cc2c1-c1ccccc1,12.9,6.1,7.0,-3.5,-1.3,-4.8,-5.2,-37.9,-6.1
CNC(=O)c1sc(-c2ccc(Cl)cc2)nc1C,-9.1,-2.0,-2.1,-3.5,2.5,-14.9,-20.2,-84.4,-12.3
CC(C)Cc1nc2sc3c(SCC(N)=O)ncnc3c2c2c1CCC2,5.7,-3.4,-59.4,-0.8,-0.5,-2.3,-8.3,4.4,10.0
CCCCc1ccc(S(=O)(=O)Nc2cc(C)on2)cc1,-18.2,9.2,-5.7,-3.1,-1.0,-0.5,-39.0,1.2,4.6
O=C(O)CCC(=O)Nc1ccc(SSc2ccc(NC(=O)CCC(=O)O)cc2)cc1,17.0,-0.8,8.7,-4.9,2.6,8.2,22.9,5.4,6.2
CC(=O)N(CC(C)C(=O)O)c1c(I)cc(I)c(N)c1I (stereo not given),-5.4,-0.4,-13.0,3.9,-1.1,5.9,-15.9,21.5,3.8

# Record cards, as listed above.
# `CC(C)c1nc2sc3c(NCc4ccccc4)ncnc3c2c2c1COC(C)(C)C2` in the list: PfGluPho inh = -4.5; HKDC1 inh = -8.0; UBC13 inh = -1.2; beta cell repl = -2.6; SENP1 FRET inh = -0.1; SENP8 block-1 = -5.6; SENP6 block = -31.1; SENP8 block-2 = -248.5; SENP7 inh = -4.9
# `O=C(O)CCC(=O)Nc1ccc(SSc2ccc(NC(=O)CCC(=O)O)cc2)cc1` in the list: PfGluPho inh = 17.0; HKDC1 inh = -0.8; UBC13 inh = 8.7; beta cell repl = -4.9; SENP1 FRET inh = 2.6; SENP8 block-1 = 8.2; SENP6 block = 22.9; SENP8 block-2 = 5.4; SENP7 inh = 6.2
